Screening results deposited in PubChem BioAssay by Sanford-Burnham Center for Chemical Genomics.
SENP8 block-1: blocks human SENP8 cleavage of Nedd8 substrate | 0.64% of 360,000 active | recombinant SENP8, Nedd8 substrate fluorescence | AID 602440 | inhibition, % at 20 µM; in the data active means inhibition mostly above about 40%, no sharp cut-off; inactive means mostly below about 27%
Target sequence (Q96LD8 whole entry, looked up): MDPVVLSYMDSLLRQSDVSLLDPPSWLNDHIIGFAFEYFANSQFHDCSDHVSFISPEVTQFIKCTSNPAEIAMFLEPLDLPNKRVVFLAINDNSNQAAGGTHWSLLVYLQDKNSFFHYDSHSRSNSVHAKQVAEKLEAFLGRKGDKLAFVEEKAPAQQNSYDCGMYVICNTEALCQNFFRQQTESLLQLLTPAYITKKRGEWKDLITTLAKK
SENP6 inh: blocks the human protease SENP6. AID 2599. Q9GZR1. inhibition, % at 10 µM. Recombinant SENP6 catalytic domain, aminoluciferin luminescence. 1.8% of 330,000 active;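 active means inhibition above about 50% at the single tested dose, limit read from the data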;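 further: plate controls were DMSO wells with enzyme for no effect and DMSO wells lacking enzyme for full effect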
Target sequence (Q9GZR1 628-1112 limits assumed): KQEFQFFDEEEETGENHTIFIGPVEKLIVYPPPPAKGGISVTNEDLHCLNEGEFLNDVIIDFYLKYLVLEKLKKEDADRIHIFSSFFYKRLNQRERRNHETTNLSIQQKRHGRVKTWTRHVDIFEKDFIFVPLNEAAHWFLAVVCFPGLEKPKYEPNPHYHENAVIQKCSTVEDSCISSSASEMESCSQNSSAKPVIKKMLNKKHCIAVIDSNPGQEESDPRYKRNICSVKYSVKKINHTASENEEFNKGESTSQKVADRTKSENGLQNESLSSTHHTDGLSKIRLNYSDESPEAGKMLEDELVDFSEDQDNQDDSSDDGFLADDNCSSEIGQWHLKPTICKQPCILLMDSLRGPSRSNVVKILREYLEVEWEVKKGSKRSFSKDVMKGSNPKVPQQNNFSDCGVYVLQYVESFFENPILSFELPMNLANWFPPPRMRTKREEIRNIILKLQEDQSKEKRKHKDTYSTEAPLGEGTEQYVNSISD
HKDC1 inhibitor: inhibitors of human hexokinase HKDC1 | Q2TB90 | inhibition, % at 20 µM | recombinant HKDC1, G6PDH/diaphorase resazurin coupled fluorescence | 0.16% of 340,000 active | AID 493160;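 active means inhibition above about 35% when tested at 20 µM, limit read from the data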;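 further: plate controls were DMSO wells with enzyme for no effect and DMSO wells lacking enzyme for full effect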
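Test system: recombinant HKDC1 (HK5) hexokinase enzyme, produced in-house; Amount: enzyme 5 µg/mL final; Buffer or medium: Tris pH 8.0 buffer with MgCl2, Tween-20, BSA, BME; Reagent: glucose and ATP substrates; Doses: 20 µM test compound, 1% DMSO; Incubation: 90 min reaction incubation at room temperature, dark; Detection: resorufin fluorescence at 613 nm.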
SENP8 block-2: SENP8 protease inhibition; purified SENP8, Z-RLRGG-aminoluciferin cleavage, luminescence; Q96LD8; AID 2540; inhibition, % at 10 µM; 1.2% of 330,000 active; in the data active means inhibition above about 50%
UBC13 polyUb: blocks human UBC13 polyubiquitin chain formation. P61088. TR-FRET. inhibition, % at 20 µM. 0.47% of 330,000 active; in the data active means inhibition above about 45%, passing the limit was not always enough
SENP1 inh: SENP1 (human) catalytic domain inhibition | Q9P0U3 | AID 624204 | 0.21% of 360,000 active | recombinant SENP1 catalytic domain, CyPet-SUMO1-YPet FRET cleavage | inhibition, % at 10 µM;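 active means inhibition at least 30% at 10 µM, raw YFP signal under a set limit, fluorescence ratio 0.5 to 1.5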;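 further: 0% = enzyme with DMSO and 100% = no enzyme wells; some results filed as inactive read as strong as hits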
Target sequence (Q9P0U3 419-644 limits assumed): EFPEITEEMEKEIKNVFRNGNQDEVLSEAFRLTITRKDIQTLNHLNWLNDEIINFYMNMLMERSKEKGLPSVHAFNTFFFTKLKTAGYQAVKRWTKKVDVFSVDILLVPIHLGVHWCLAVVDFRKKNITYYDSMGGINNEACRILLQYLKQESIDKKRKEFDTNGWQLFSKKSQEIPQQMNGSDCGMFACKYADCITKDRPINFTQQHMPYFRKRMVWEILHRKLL
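Test system: human SENP1 catalytic domain; medium: Tris pH 8 buffer plus EDTA, NaCl, BME, BSA, NP40, catalase; incubation: 50 min reaction at room temperature; technique: FRET, CFP and YFP emission; controls: no-enzyme low control and enzyme-plus-DMSO high control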
SENP7 block: inhibitors of human SENP7 protease. Q9BQF6. AID 434973. inhibition, % at 5 µM. 1.5% of 330,000 active. recombinant SENP7, Z-RLRGG-aminoluciferin luminescence, 40 min;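 active means inhibition above about 50% at the single test dose, limit read from the data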;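 further: plate controls were DMSO with enzyme for no effect and no enzyme buffer wells for full effect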
beta cell repl: MIN6 beta-cell proliferation induction; proliferation, % at 10 µM; AID 2380; MIN6 cells proliferation, ATPlite luminescence, 48 h; cells starved in 0.2% serum; 100% = growth in 10% serum; 0.29% of 330,000 active;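 active means compounds whose signal lies at least 3.5 SD above the mean of all wells on their plate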;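 further: 0% = DMSO-treated cells in low-serum medium and 100% = 10% serum control; some compounds called inactive have numbers as strong as hits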
PfGluPho inh: PfG6PD (Plasmodium falciparum) enzyme inhibition. PfGluPho enzyme, NADPH resazurin-diaphorase fluorescence. inhibition, % at 20 µM. 0.78% of 350,000 active. AID 504690;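 active means inhibition reaching at least a set limit at 20 µM in the primary screen, cut at about 59% in these data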;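 further: 0% = DMSO wells with substrate and 100% = DMSO wells lacking glucose-6-phosphate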
Numbers without * were called inactive; / = not tested or not shown.

Every second line gives: SENP8 block-1, SENP6 inh, HKDC1 inhibitor, SENP8 block-2, UBC13 polyUb, SENP1 inh, SENP7 block, beta cell repl, PfGluPho inh
CC(C)C1C(=O)NC(=S)N1S(=O)(=O)c1ccc(C(C)(C)C)cc1 (stereo not given)
→ 17.8, 2.4, -0.7, 8.8, -8.2, 1.9, -2.2, 0.6, 11.6
NS(=O)(=O)c1ccc(NC(=O)c2cc(=O)c3ccccc3o2)cc1
→ 7.0, -34.3, -2.7, -8.4, 3.6, -2.0, -5.1, 0.4, 14.6
CC(C)(C)NC(=O)CCN(/N=C/c1ccccc1O)C1=NS(=O)(=O)c2ccccc21
→ -34.5, -2.0, -1.6, 2.1, -7.2, 2.1, 13.3, 2.2, 5.6
CCOC(=O)C1=NNC2(c3ccccc3)C(=O)N(c3cccc(Br)c3)C(=O)C12 (stereo not given)
→ 30.3, -7.8, 9.9, 6.6, 4.8, -0.4, 4.2, -3.8, -16.1
COc1ccc(C(=O)Nc2nc3ccccc3s2)cc1OC
→ -102.2, 21.5, -11.4, 5.8, 13.1, -2.0, 15.4, -2.4, 9.4
Cc1cccc(N2CCN(C(=O)c3csc4ccccc34)CC2C)c1 (stereo not given)
→ 18.7, -21.7, -5.0, -9.1, -7.8, 2.8, -2.1, -2.3, 1.4
CN(C)CCSc1nc(-c2ccccc2)nc2c1CCCC2
→ 17.7, -16.0, 0.2, -4.4, 9.5, 0.0, 4.9, -0.7, 4.3
COc1ccc(-c2cc(C(F)(F)F)nc(S(=O)(=O)CCCC(=O)Nc3cccc(O)c3)n2)cc1OC
→ -394.2, -7.0, 10.2, -0.5, 0.6, 1.9, -2.1, -4.8, -5.3
O=C(CNCc1ccco1)Nc1cc(S(=O)(=O)N2CCOCC2)ccc1N1CCOCC1
→ 5.0, -15.5, -4.8, -16.3, -22.9, 0.2, -14.4, -5.0, 10.9
COc1ccc(OCc2cc(C(=O)N(C)C3CCOCC3)no2)c2ccccc12
→ -14.9, 15.9, 11.3, 5.7, -6.7, -0.4, 8.1, -2.7, 27.2
COc1ccc(OC)c(NC=C2C(=O)OC3(CCCCC3)OC2=O)c1
→ -255.9, -1.6, 2.2, -8.8, -8.4, -57.0, -3.6, -2.9, 6.5
CCOC(=O)C1(Cc2ccccc2C)CCCN(C(=O)CCC(=O)OC)C1 (stereo not given)
→ 7.3, -9.7, -2.5, -5.9, -2.6, 0.9, -24.3, 0.9, 15.0
N#C/C(=C\c1cccc([N+](=O)[O-])c1)C(=O)NCc1ccc(Cl)cc1
→ 30.1, /, 15.4, /, /, -1.6, /, /, 32.7
COc1ccc(NC(=O)c2cc3c(=O)n(C)c4ccccc4c3n2C)cc1OC
→ -37.2, -7.9, 4.9, 6.7, 35.6, 0.6, 6.1, -0.2, 9.4
COc1ccc(NS(=O)(=O)c2cn(C)nc2C)cc1
→ 18.7, 4.1, -4.0, -8.7, 11.5, 1.0, -6.0, 1.2, -2.4
O=C(/C=C/c1ccc(Cl)cc1Cl)NCCSc1ccccc1
→ 18.4, -22.2, -0.7, -5.5, 15.9, -2.9, 13.5, -5.7, 22.4
COc1ccccc1N1CCN(C(=O)c2cc(-c3ccc(Cl)cc3)on2)CC1
→ 5.5, 4.4, 8.6, -5.0, 5.0, 2.1, 1.4, -1.8, 4.0
COCCCNC(=S)Nc1cccc(S(=O)(=O)NC2=NCCC2)c1
→ 5.4, -22.4, -0.6, -13.4, -4.0, 2.1, -3.3, -0.6, 2.6
CCCC1=Nc2cc(C(=O)NCc3ccco3)ccc2Sc2ccccc21
→ 12.8, /, 1.6, /, /, 1.1, /, /, 7.2
CC(C)(C)NS(=O)(=O)c1ccc(NC(=S)NC(=O)C2CCC2)cc1
→ 10.1, 4.1, 0.3, 1.3, -2.0, 1.2, -6.7, 0.3, -3.1
CCC(O)c1cc2c(cc1NC(=O)c1cccs1)OCCO2 (stereo not given)
→ 21.7, -23.1, -6.0, -5.4, -6.0, 1.3, -0.5, 0.3, -22.4
COc1ccc2cc(C)c3nnc(SCc4cccnc4)n3c2c1
→ -25.8, -5.2, 8.9, 0.3, -4.7, 3.2, -5.7, -2.5, 6.1
Cc1ccc(OCCCC(=O)N(C)CC(=O)Nc2ccccc2Cl)cc1
→ 17.6, -4.4, 1.7, -4.1, 3.7, 1.1, 2.7, 1.5, 6.6
Cc1ccc(S(=O)(=O)N2CC(O)CC2C(=O)O)cc1 (stereo not given)
→ 3.6, -4.5, -3.8, -0.2, 1.8, 1.2, 5.8, -1.0, 2.3
Brc1ccc(OCc2nnc(SCC3CCCCC3)o2)cc1
→ 13.7, 3.4, -3.2, -7.8, -4.8, 2.1, 9.7, 3.7, 13.9
CCCCn1c(N)c(N(CCC(C)C)C(=O)COC(=O)c2ccc3ccccc3c2)c(=O)[nH]c1=O
→ -15.6, -5.8, -9.9, 0.0, -9.7, -4.5, -16.3, -4.1, -29.6
CCCN1C2=NCCN2c2cc(C)c(C)cc21
→ 17.3, -7.3, -9.7, -8.7, 3.5, -0.1, 11.3, 0.3, -6.3
COc1ccccc1CNC(=O)c1ccccc1NC(=O)C1=C(C)OCCS1
→ 11.2, 12.2, -12.1, 0.6, -2.1, 1.4, -7.3, -4.0, 4.7
O=C(COC(=O)C1CCN(S(=O)(=O)c2cc([N+](=O)[O-])ccc2Cl)CC1)Nc1ncc(Cl)cc1Cl
→ 5.6, 16.2, 16.9, -2.4, -4.3, 3.1, 10.6, -1.9, 15.3
COc1ccccc1-c1cccc([C@@H]2C[C@H]3[C@H](CON3C)CN2C(=O)C(C)(C)C)c1
→ 6.4, /, 1.7, /, /, 1.5, /, /, -5.0

Looked up by structure from above (two):
Every second line gives: SENP8 block-1, SENP6 inh, HKDC1 inhibitor, SENP8 block-2, UBC13 polyUb, SENP1 inh, SENP7 block, beta cell repl, PfGluPho inh
Cc1cccc(N2CCN(C(=O)c3csc4ccccc34)CC2C)c1 (stereo not given)
→ 18.7, -21.7, -5.0, -9.1, -7.8, 2.8, -2.1, -2.3, 1.4
COc1ccccc1N1CCN(C(=O)c2cc(-c3ccc(Cl)cc3)on2)CC1
→ 5.5, 4.4, 8.6, -5.0, 5.0, 2.1, 1.4, -1.8, 4.0

Continuation.
Every second line gives: SENP8 block-1, SENP6 inh, HKDC1 inhibitor, SENP8 block-2, UBC13 polyUb, SENP1 inh, SENP7 block, beta cell repl, PfGluPho inh
Cc1c(=O)n(OCc2ccc(Cl)cc2)c2ccccc2[n+]1[O-]
→ -36.1, 2.9, -12.4, -0.7, 7.7, 4.9, -6.5, -0.4, 23.0
Nn1cnnc1SC1CCCCC1NS(=O)(=O)c1ccccc1 (stereo not given)
→ 5.5, -10.1, 0.0, -9.5, 0.9, 4.6, -11.2, -1.0, -4.2
Cc1ccc(NC(=S)NNC(=O)c2c([N+](=O)[O-])c(C)nn2C)cc1
→ 10.0, -6.5, -2.1, -2.2, -8.7, 1.6, 9.0, -1.0, -6.9
Cc1sccc1/C=N/NC(=O)c1cccc2ccccc12
→ -2.5, -16.8, -8.1, -10.7, 6.9, 3.8, -0.8, -2.2, 24.1
CCOC(=O)C1CCCN(S(=O)(=O)c2ccc(OC)c3ccccc23)C1 (stereo not given)
→ 2.9, -2.7, 5.5, -4.7, 8.0, 3.3, 0.2, -1.0, -9.0
Cc1cccc(-n2ncc3c(=O)[nH]c(SCC(=O)N4CC(=O)Nc5ccccc54)nc32)c1
→ 3.2, -18.8, -1.2, -17.2, -11.8, -0.2, 1.8, 10.9*, -44.6
Cc1nc(NCc2ccco2)c2c3c(sc2n1)CCC3
→ -5.3, -34.6, -3.5, -7.8, -2.4, -2.5, -8.5, -1.4, -1.3
O=C(Nc1cc(=O)c2ccccc2o1)N1CCOCC1
→ -94.8, -8.9, 2.6, -1.6, 0.2, 0.2, 2.1, -3.5, -7.9
COc1ccc(CCC(=O)NNC(=O)Nc2cccc(Cl)c2)cc1
→ 8.1, 7.7, 2.8, 5.9, -2.3, 1.5, 2.2, 0.5, 2.6
CCCCn1c(=O)[nH]c(=O)c2c1nc(-c1ccc(-c3ccccc3Br)o1)n2CC
→ -475.0, 7.2, -5.9, -1.1, 5.1, -15.0, 1.1, -0.1, -8.1
O=C(CCl)NCCCCCCCCCNC(=O)CCl
→ 5.4, -15.1, -9.6, -10.2, -15.5, 2.6, -7.4, -6.2, -8.2
Cc1cccc(CN2CCSc3sccc3C2=O)c1
→ -2.4, -12.5, -6.2, -2.2, 7.4, 1.2, 3.5, -0.4, 0.3
O=C1NC(Cc2ccccc2)c2nc3cc(Cl)ccc3c(=O)n2-c2cc(Cl)ccc21 (stereo not given)
→ /, -4.9, /, -2.0, 0.7, /, 1.6, -4.2, /
COc1cc(/C=C\C(=O)NCc2ccc3c(c2)cc(C)n3C)cc(OC)c1OC
→ -119.5, 4.5, -0.5, 7.4, 3.6, -25.5, 2.4, -0.6, 21.0
CN(Cc1ccccc1)C(=O)CN1C(=O)COc2ccc(S(=O)(=O)N3CCCC3)cc21
→ -276.4, -6.6, 0.0, -7.2, -11.5, 2.4, -14.8, 1.1, -5.8
COc1ccc(CN2CCN(S(=O)(=O)c3ccccc3)CC2)c(OC)c1
→ 11.9, 8.3, 11.3, 3.7, 5.0, 2.3, 2.2, 1.5, 13.6
CCN(CC)C(=O)CSc1nc(COc2ccccc2)nc2ccccc12
→ 13.1, -18.0, 3.5, -11.3, 5.6, 0.0, 4.8, -0.8, 3.4
O=C(CN1CCN(S(=O)(=O)c2ccccc2)CC1)Nc1cccc(C(F)(F)F)c1
→ 20.1, -8.7, 0.2, -0.5, -7.2, -1.5, -0.7, -4.6, 11.2
Cc1ccccc1OC(=O)n1c(=S)oc2cc(Cl)ccc21
→ 8.0, /, 4.1, /, /, 0.3, /, /, -7.4
CCCc1cc(=O)n2[nH]c(-c3ccc(Br)cc3)cc2n1
→ -10.5, -7.7, -2.4, -16.9, -6.1, -1.9, -7.3, -3.2, 36.0
CCCCOc1cccc(OCC(=O)Nc2nc3ccccc3[nH]2)c1
→ 10.6, -2.5, -3.2, -1.0, 9.3, 1.6, 5.2, 0.0, -2.6
COc1cc2ncnc(NCc3ccccc3)c2cc1OC
→ 3.3, -0.6, -2.8, -0.5, 8.2, -0.8, -7.6, -0.9, 10.4
Cc1ccc(CNC(=O)c2ccc(Cn3nc(C)cc3C)o2)cc1
→ 16.2, -8.3, 1.7, 2.1, 1.0, 2.7, -6.0, 1.1, -12.7
CCN1C(=O)[C@H]2[C@@H](c3ccc(SC4CCCCC4)c(OC)c3)N3CCCC[C@@]3(C(=O)OC)[C@H]2C1=O
→ -35.3, -12.5, 0.7, -11.9, 2.5, -1.7, -8.6, -7.9, 32.1
C(=C\c1ccc2ccccc2n1)/c1ccccc1
→ -409.7, 98.2*, 4.0, 97.6*, -14.4, 0.8, 97.9*, -3.1, 49.7
